D2 agonist: D2 dopamine receptor (human) agonism; P14416; HEK293 T-REx D2 cells, calcium flux agonist mode; activation, % at 2 µM; 340,000 tested, 0.53% active;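 active = activation over 3 SD above normal in the single-dose calcium agonist read, cut at about 30% in these data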; note: 0% is about no effect
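Tetracycline-induced HEK293 Trex cells with D2 receptor force-coupled to calcium signaling, plated overnight at 30 C and loaded with no-wash calcium dye. Calcium flux read kinetically for 180 s after compound addition; responses flag agonists.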
RGS4 inhibitor: inhibitors of human regulator of G protein signaling 4; 390,000 tested, 0.039% active; Transcreener GDP fluorescence polarization, RGS4-accelerated GTP hydrolysis; Potency, µM (series often up to 114 µM), for the others: at the highest dose activity change, negative = inhibition, usual class: inhibitors; P49798; note: potency is the fitted concentration of half-maximal effect; % is set by controls: 0 for no effect and ±100 for the full control effect; nearly all actives have a fitted effect of over 75% in size; some results filed as inactive show a strong effect at the top dose
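MLSMR compounds (23 nl, pin-transferred) preincubated 10 min at room temperature with a 500nM (2x) first reagent, then RGS4 at 900nM (2x) plus Transcreener GDP mix added; fluorescence polarization (620/688 nm) read before and after 90 min at 30 °C.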
Vif-A3G inh: inhibitors of Vif-APOBEC3G interaction. Q9HC16. HeLa A3G-eYFP + Vif (tagged APOBEC3G with the HIV-1 protein that degrades it), YFP fluorescence, overnight. Potency, µM (series often up to 46.1 µM), inactives show at the top dose activity, negative = active, most hits filed as inhibitors. 410,000 tested, 0.076% active;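 note: potency is the fitted concentration of half-maximal effect; % is set by controls: 0 for no effect and ±100 for the full control effect; nearly all actives have a fitted effect of over 60% in size; hits raise eYFP signal because A3G escapes Vif-driven loss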
Target sequence (Q9HC16 whole entry, looked up): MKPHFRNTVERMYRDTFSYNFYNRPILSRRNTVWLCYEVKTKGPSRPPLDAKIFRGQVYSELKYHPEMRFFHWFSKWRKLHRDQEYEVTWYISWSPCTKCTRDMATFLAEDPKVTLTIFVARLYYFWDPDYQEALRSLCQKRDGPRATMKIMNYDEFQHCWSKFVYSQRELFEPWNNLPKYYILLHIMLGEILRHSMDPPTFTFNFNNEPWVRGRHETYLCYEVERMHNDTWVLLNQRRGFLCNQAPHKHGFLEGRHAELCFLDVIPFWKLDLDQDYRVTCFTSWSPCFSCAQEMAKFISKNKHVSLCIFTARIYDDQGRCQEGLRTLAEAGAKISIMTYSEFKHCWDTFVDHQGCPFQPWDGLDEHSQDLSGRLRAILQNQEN
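HeLa cells stably expressing Vif and C-terminally eYFP-tagged A3G, seeded overnight at 37 deg C, then exposed to compound by pintool overnight at 37 deg C. Rise in yellow fluorescence (Ex 488/Em 500-530, Acumen) marks blocked Vif-driven A3G degradation.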
D2 antagonist: antagonizes the human D2 dopamine receptor | P14416 | HEK293 TREx D2 cells, calcium flux, dopamine EC80 | inhibition, % at 10 µM | 340,000 tested, 2% active | AID 485344; in the data active = inhibition above about 30%; note: 0% is about no effect
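Calcium flux kinetic readout in an inducible HEK293 TREx D2 line plated overnight at 30 C. After 180 s compound exposure, an EC80 dopamine challenge follows with another 180 s kinetic read to detect antagonism.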
GRP78 ERSR act: inducers of ER stress response in human glioma cells; U87-MG GRP78 promoter luciferase reporter, 16 h; Potency, µM, for the others: at the top dose activation, most hits filed as activators; 420,000 tested, 0.02% active; AID 602332; note: potency is the fitted concentration of half-maximal effect; series mostly up to about 76 µM; % of control where 0% means no effect; nearly all actives have a fitted effect of over 35% in size
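Stably transfected U87-MG glioma cells carrying a GRP78-based luciferase sensor; 16 h compound incubation. Luminescence end-point read 10 min after Bright-Glo addition at room temperature.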
12-LOX inh: inhibitors of human 12S-lipoxygenase ALOX12; purified 12hLO, xylenol orange hydroperoxide absorbance; 580,000 tested, 1.1% active; Potency, µM (series often up to 108 µM), inactives show top-dose activity change, negative = inhibition, most hits filed as inhibitors; P18054; note: potency is the fitted concentration of half-maximal effect; % is set by controls: 0 for no effect and ±100 for the full control effect
Target sequence (P18054 whole entry, looked up): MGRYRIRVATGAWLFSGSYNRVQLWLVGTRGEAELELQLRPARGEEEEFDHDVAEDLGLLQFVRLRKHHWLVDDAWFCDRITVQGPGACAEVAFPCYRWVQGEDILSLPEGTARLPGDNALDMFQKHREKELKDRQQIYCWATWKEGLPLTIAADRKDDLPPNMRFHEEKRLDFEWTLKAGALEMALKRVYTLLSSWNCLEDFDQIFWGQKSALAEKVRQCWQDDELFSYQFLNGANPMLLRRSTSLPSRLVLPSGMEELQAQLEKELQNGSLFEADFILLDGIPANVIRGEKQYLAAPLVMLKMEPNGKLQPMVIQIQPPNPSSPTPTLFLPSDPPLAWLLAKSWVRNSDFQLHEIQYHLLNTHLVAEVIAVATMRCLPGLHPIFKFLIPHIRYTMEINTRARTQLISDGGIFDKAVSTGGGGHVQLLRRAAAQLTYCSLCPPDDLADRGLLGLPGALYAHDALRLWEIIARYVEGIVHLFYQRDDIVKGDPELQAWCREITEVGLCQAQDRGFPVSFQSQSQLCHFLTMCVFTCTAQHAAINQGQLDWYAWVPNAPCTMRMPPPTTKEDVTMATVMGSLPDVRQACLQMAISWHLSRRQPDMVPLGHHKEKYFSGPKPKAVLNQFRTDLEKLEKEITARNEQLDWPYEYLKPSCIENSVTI
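Purified human 12hLO at 150 nM in 25 mM Hepes, 0.01% Triton X-100, pH 7.0, preincubated 15 min at room temperature with compound. Reaction started with 40 uM arachidonic acid, 30 min at room temperature. Hydroperoxide measured by Fe-xylenol orange, 573/405 nm absorbance ratio.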
Vif-A3F inh: Vif-A3F binding inhibition | HeLa A3F-eYFP + Vif (tagged APOBEC3F with the HIV-1 protein that degrades it), YFP fluorescence increase | Potency, µM (highest dose often 46.1 µM), for the others: at the top dose activity, negative = active | 390,000 tested, 0.2% active | AID 602313; note: potency is the fitted concentration of half-maximal effect; % of control where 0% means no effect; nearly all actives have a fitted effect of over 65% in size
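Fluorescence increase (Ex 488/Em 500-530) after overnight compound treatment at 37 deg C flags inhibition of Vif-driven A3F-eYFP loss in stable HeLa A3F-eYFP/Vif cells seeded overnight beforehand.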
LDHA block: LDHA (human) enzyme inhibition; P00338; purified LDHA, NADH/diaphorase-resazurin fluorescence; hits give low values; activity change, % (values are at about 110 or 230 µM); 480,000 tested, 0.15% active; AID 1347041; in the data active = activity change below about -30%; inconclusive = mostly about -25% to -30%;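 note: plate controls were DMSO wells for no effect and wells without enzyme for full effect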
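Resorufin fluorescence (ex540/em590), read at 0 and 20 min after diaphorase/resazurin addition, reports the NADH left after a 5 min room-temperature reaction of 2 nM human LDH5 with 0.06 mM NADH and 0.2 mM pyruvate.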
ERG Ets-DNA blk: blocks human ERG Ets domain binding to DNA; 370,000 tested, 0.028% active; P11308; fluorescence polarization, His-ERG Ets domain / labelled DNA; AID 624246; Potency, µM (doses to about 76.9 µM), for inactives: at the top dose FP activity, negative = inhibition, actives largely listed as inhibitors; active = well fitted inhibition curve with a large enough effect in the polarisation, with a control signal flat; inconclusive = small, poorly fitted or top-dose-only effect, or effect the other way, or a change in a side signal; inactive = no such curve, though single readings can be large or run the other way; the % refers to the polarisation;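 note: polarization taken with two DNA probes labelled with fluorescein and Texas red; potency is the fitted concentration of half-maximal effect; % of control where 0% means no effect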
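His-tagged ERG Ets domain (1 uM in the protein solution; 300mM KCl, 50mM Tris-HCl, 1mM EDTA, 1mM DTT, pH 7.5) received compound, then a probe mix of 5 nM fluorescein-DNA and 100nM Texas-615-DNA. Fluorescence polarization was read for both dyes.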
The depositor's hits bear a star; ? = inconclusive; . = no result given; [ ] = remark or other dose. Unless noted, calls come from the whole dose curve; as a rule, active = well fitted curve in the direction sought with a large enough effect; inconclusive = small, poorly fitted or top-dose-only effect, or another doubt; inactive = no such curve, though single readings can be large; an effect the other way counts as inactive or inconclusive. Only part of the results is shown; rates above refer to the full screens.

SMILES | D2 agonist | RGS4 inhibitor | Vif-A3G inh | D2 antagonist | GRP78 ERSR act | 12-LOX inh | Vif-A3F inh | LDHA block | ERG Ets-DNA blk
Cc1nnc(NC(=O)CSc2nnc3scc(-c4ccc(C)c(C)c4)n23)s1 | -0.7 | 8% | -2% | -1 | 0% | -7% | -5% | -6 | -2%
CCOc1cc(CNCc2ccccn2)ccc1OCC(=O)NC1CCCCC1 | 0.3 | -30% | 3% | 15 | -5% | 10% | -1% | 0 | 7%
O=S(=O)(Nc1c(O)ccc2ccccc12)c1cccc2ccccc12 | . | ? | -20% | . | 8% | . | -11% | 35 | 17%
CN(c1ccc(F)cc1)S(=O)(=O)c1ccc(Cl)c(C(=O)OCC(=O)NC2CC2)c1 | . | -5% | 0% | . | -4% | -17% | 2% | -2 | -2%
O=C(c1cccc(Cl)c1Cl)N(Cc1ccco1)Cc1cccs1 | . | ? | -4% | . | 0% | . | . | 0 | .
O=C(NC1CCCCC1)C1CCCN(S(=O)(=O)c2ccc(F)cc2)C1 (stereo not given) | -0.3 | -6% | -11% | 9 | -6% | 2% | -1% | -1 | 4%
O=C(CS(=O)(=O)c1c[nH]c2ccccc12)N1CCCCCC1 | 0.7 | -8% | 0% | 2 | 0% | 4% | -11% | -4 | -9%
COC(=O)CNC(=O)c1sc2ncn(CC(=O)Nc3ccc(C)c(Cl)c3)c(=O)c2c1C | 0.2 | -13% | 1% | 14 | -4% | 3% | -4% | -5 | 1%
COc1cc(OC)c(C(=O)Nc2ncn[nH]2)cc1OC | . | -18% | 1% | . | -1% | -4% | -1% | 4 | -11%
Nc1nnc(CCCCCCCCCCc2nnc(N)s2)s1 | 0.1 | -27% | 2% | -4 | -2% | 3% | -9% | -6 | 0%
CCC(C(=O)NCCCN1CCN(C)CC1)n1nc(C)n2c(cc3occc32)c1=O (stereo not given) | -0.3 | -3%[11.4 µM] | 3% | 5 | 0% | 0% | 3% | -3 | -3%
CCOC(=O)CC(S(=O)(=O)c1ccccc1)S(=O)(=O)c1ccccc1 | . | . | ? | . | -13% | -1% | -3% | -2 | .
CC(C)=CC(=O)Nc1cccc(S(=O)(=O)NC2=NCCCCC2)c1 | . | 20% | 0% | . | -3% | 12% | -8% | 0 | 2%
O=C(c1ccco1)n1c(=S)nc2ccccn21 | 0.1 | -20% | 0% | -4 | 7% | ? | -9% | -6 | 2%
COc1ccc(NC(=O)COc2ccc(-n3cnnn3)cc2)cc1OC | 0.3 | 16% | 2% | 11 | -2% | -1% | 7% | 2 | -10%

Taken from above.
O=C(c1ccco1)n1c(=S)nc2ccccn21 in D2 agonist is listed with 0.1
COc1cc(OC)c(C(=O)Nc2ncn[nH]2)cc1OC in Vif-A3F inh is listed with -1%

Carrying on.
SMILES | D2 agonist | RGS4 inhibitor | Vif-A3G inh | D2 antagonist | GRP78 ERSR act | 12-LOX inh | Vif-A3F inh | LDHA block | ERG Ets-DNA blk
c1ccc(-n2nnnc2SCc2cn3ccccc3n2)cc1 | -0.2 | -22%[56.9 µM] | 0% | -3 | -3% | 5% | -5% | 0 | 1%
Cc1cc(C(=O)CN2C(=O)NC3(CCCc4sccc43)C2=O)c(C)n1-c1ccccc1 (stereo not given) | . | 5% | 1% | . | 2% | -2% | 4% | -7 | -1%
COc1ccc(C(C)=O)cc1CSc1ccc(S(=O)(=O)N2CCOCC2)cn1 | 0.9 | -28% | -2% | 13 | -6% | ? | 1% | -3 | 9%
CC(C)(C)NC(=O)COC(=O)Cc1ccc(Cl)cc1 | 0.5 | 20% | 2% | -6 | -5% | 0% | 2% | -1 | 3%
CCn1c(CNc2ccc(Cl)cc2)nnc1SCc1ccccc1 | -0.3 | -1% | 1% | 5 | -7% | -24% | -7% | 0 | -10%
O=C(Nc1cccc(Oc2ccccc2)c1)c1ccc(-n2cncn2)c2ccoc12 | . | . | -4% | . | -3% | -10% | . | -1 | .
Cc1ccc(C)c(N2CCN(C(=O)c3cn(CC(C)C)c(=O)c4c3c3ccccc3n4C)CC2)c1 | 1.4 | 27% | 3% | . | 2% | -28% | 4% | -9 | -4%
O=C1NC(=O)C2(CCCC2C(=O)O)N1 (stereo not given) | . | 5% | 0% | . | -6% | 2% | -12% | -2 | -5%
Cc1ccc(C(=O)NCC(=O)Nc2ccc3c(c2)CCC3)cc1 | . | 6% | -9% | . | 3% | 2% | -2% | -19 | -5%
COc1cc2c(cc1OC)C(COc1cc(C)cc(C)c1)N(C(=O)COc1ccccc1)CC2 (stereo not given) | 0.4 | -7% | 0% | . | -4% | -26% | -7% | 3 | -3%
COc1cccc(CNS(=O)(=O)c2ccc3[nH]c4c(c3c2)CCCCC4)c1 | 0.9 | -8% | -11% | . | -4% | ? | -23% | 4 | 2%
CCOc1ccccc1NC(=O)Cn1c(=O)n(-c2ccc(F)cc2)c(=O)c2c3c(sc21)CN(C(C)=O)CC3 | 0.2 | 1% | 1% | . | -2% | -18% | -4% | 3 | 0%
CC(=O)c1cccc(N(CC(=O)Nc2ccc(F)cc2F)S(C)(=O)=O)c1 | -0.3 | -19% | 1% | -4 | 1% | -21% | 1% | 1 | 5%
Cc1ccc(C2=NNC3(CCOC(C)(C)C3)S2)cc1 (stereo not given) | 0.8 | -29% | 1% | -6 | -1% | ? | -23% | 5 | -19%
C#CCNC(=O)C1=C[C@H](c2ccccc2)[C@@H](CCCO)[C@H](OCC)O1 | -0.3 | -15% | -2% | -4 | 0% | 0% | 4% | -2 | 1%
Cc1ccc(N(CC(=O)NCc2ccco2)C(=O)CCC(=O)Nc2nccs2)cc1C | 8.3 | -15% | 3% | -11 | -2% | 11% | 3% | -6 | -5%
Cc1ccc(CNS(=O)(=O)c2ccc3c(c2)CCN3C(=O)CCCC(=O)O)cc1 | 0.6 | 23% | 0% | 5 | -4% | -10% | 0% | -11 | -5%
O=[N+]([O-])c1cccc2c(S(=O)(=O)N3CCOCC3)cccc12 | -0.1 | -12% | -19% | 3 | -5% | 0% | -4% | 2 | 6%
COc1ccc(CC(=O)NC(C)c2ccc(S(N)(=O)=O)cc2)cc1S(=O)(=O)N1CCOCC1 (stereo not given) | 0.2 | -11% | 0% | -4 | -7% | 3% | 1% | -3 | -13%
CCOC(=O)C1CCN(C(=O)COC(=O)c2ccccc2OCC)CC1 | . | 25% | 0% | . | 3% | -7% | -9% | -9 | 1%
Fc1ccc(CSc2ncnc3scc(-c4ccccc4)c23)cc1 | 2.3 | 1% | -10% | -4 | -3% | 2% | -1% | -8 | 1%
Brc1ccc(CSc2nnc(Cc3c[nH]c4ccccc34)o2)cc1 | 0.7 | ? | -7% | -13 | -5% | 23% | -4% | 5 | 0%
CCN(CC)CCNc1nc2c(c(=O)n(C)c(=O)n2C)n1C/C=C(/C)Cl | -1.3 | 2%[11.4 µM] | 8% | 16 | -3% | 17% | 5% | 3 | -8%
O=C(CCCn1cnc([N+](=O)[O-])n1)Nc1cccc2ccccc12 | -0.5 | -1% | 0% | -10 | 0% | -30% | -10% | 11 | 1%
Cc1ccc(OCCC(=O)NNC(=O)c2ccc(Br)cc2)cc1 | . | -5% | -6% | . | 1% | -4% | 2% | -3 | 7%
Cn1c(NCc2cccnc2)nc2c1c(=O)n(Cc1ccccc1F)c(=O)n2C | 0.7 | 7% | -2% | 4 | -1% | 0% | -2% | 2 | 2%
CC(Sc1ccccc1F)C(=O)Nc1cccc(S(=O)(=O)N2CCOCC2)c1 (stereo not given) | . | 3% | 0% | . | -7% | -5% | 6% | -16 | 3%
COc1ccc(NC(=O)c2cccnc2)cc1OCC(C)C | . | -12%[56.9 µM] | -2% | . | -3% | ? | 2% | -2 | -9%
CCOc1ccc(NC(=O)CN(C)C(=O)CC2CC3CCC2C3)cc1OCC (stereo not given) | -0.4 | 9% | 1% | -18 | -5% | 7% | -2% | -7 | -3%
O=C(NC(c1cccnc1)c1ccc2c(c1)OCO2)C1CCN(CCOc2ccc(Cl)cc2Cl)CC1 (stereo not given) | . | . | -11% | . | -3% | -24% | . | -4 | .
COC(=O)c1[nH]c(=O)c2ccccc2c1O | 1.9 | 4%[11.4 µM] | 0% | 27 | -7% | . | 5% | 8 | -1%
C[C@H](NC(=O)OC(C)(C)C)c1nnc(SCC(=O)Nc2cccc(Cl)c2)o1 | -0.3 | -28%[56.9 µM] | -1% | -5 | 19% | -21% | -1% | -15 | -6%
Cn1c(N2CCOCC2)c(C#N)c2ccccc21 | -1.6 | -21% | -2% | -7 | -5% | 0% | 0% | -2 | -10%
CCc1nnc(NS(=O)(=O)c2ccc(NC(=O)c3cccc(Cl)c3)cc2)s1 | 0.0 | 9% | -5% | 5 | 0% | -3% | 2% | -1 | 4%
COC(=O)CCN(C)CCC(=O)OC | 0.6 | ? | 2% | -10 | 3% | -15% | -3% | 0 | 1%
Cc1cc(C)cc(N(C(=O)CNC(=O)c2ccco2)C(C(=O)NC2CCCC2)c2ccncc2)c1 (stereo not given) | 1.1 | ? | 0% | -4 | -5% | -1% | -12% | -5 | 9%
O=C1CCCC(O)=C1N=Nc1ccc(Cl)c(Cl)c1 | 0.7 | -2% | 0% | 7 | 1% | ? | -27% | 6 | -1%

A second format for 2 compounds above.
Structure	D2 agonist	RGS4 inhibitor	Vif-A3G inh	D2 antagonist	GRP78 ERSR act	12-LOX inh	Vif-A3F inh	LDHA block	ERG Ets-DNA blk
CCc1nnc(NS(=O)(=O)c2ccc(NC(=O)c3cccc(Cl)c3)cc2)s1	0.0	9%	-5%	5	0%	-3%	2%	-1	4%
Cn1c(N2CCOCC2)c(C#N)c2ccccc21	-1.6	-21%	-2%	-7	-5%	0%	0%	-2	-10%
